Assay outcomes: PubChem, Sanford-Burnham Center for Chemical Genomics
MPTP block – blocks calcium-induced mitochondrial swelling; inhibition, % at 10 µM; isolated mouse mitochondria, Ca2+ swelling absorbance, 30 min; 360,000 compounds, 1.4% hits;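 active = inhibition of 50% or more, scaled per plate between neutral and stimulator controls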;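 also: 0% = DMSO wells given calcium and 100% = 1 mM EGTA wells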
* hit, by the source's call. Only part of the results is shown; the hit share may differ from the screen's.

SMILES	MPTP block
CSc1ccc(/C=C/C(=O)OCC(=O)NC2CCCC2)cc1	-0.6
CC1(Cc2cc(Cl)ccc2C(F)(F)F)C(=O)Nc2ccc(-c3ccc(F)c(Cl)c3)cc21 (stereo unspecified)	0.4
Cc1cc(Cl)c2oc(C(=O)N3CCOCC3)c(C)c2c1	1.3
CCOC(=O)[C@]12CCCC=C1N(Cc1cccc3ccccc13)C(=O)[C@H](CC(=O)NCc1cccs1)C2	-3.4
CC(C)Oc1ccc(CN2CCC2(C)C(=O)Nc2ccc(Cl)c(Cl)c2)cc1 (stereo unspecified)	2.0
O=[N+]([O-])c1cccnc1C1OCCO1	-1.7
Cc1ccc(S(=O)(=O)N2C[C@H]3N(C(=O)OC(C)C)N(C(=O)OC(C)C)C[C@H](OC(=O)NCc4ccco4)[C@@]3(O)C2)cc1	-0.2
CCCCCC(=O)N1C[C@H](n2cc(-c3ccc(F)cc3)nn2)[C@@H](O)C[C@@H]1c1ccc(OC)cc1	-0.6
COc1ccc(CNC(=O)Nc2nnc([C@@H]3C[C@H](O)[C@@H](CO)O3)s2)cc1	-1.5
O=C(c1cc(-c2ccncc2)nc2ccccc12)N1CCCC(C(F)(F)F)C1 (stereo unspecified)	0.5
O=C(Nc1c(-c2ccc(Cl)cc2)[nH][nH]c1=O)c1ccc(Br)cc1	0.8
CCOC(=O)[C@]12CCCC=C1N(Cc1ccco1)C(=O)[C@H](CC(=O)NCc1ccc(OC)c(OC)c1)C2	-0.6
O=C1NC[C@H](CCCCN2CCN(CCc3ccccc3)C(=O)C2=O)N(CCc2ccc(O)cc2)C1=O	-1.8
COc1ccc(Br)c(C=O)c1OS(=O)(=O)c1ccc(C)cc1	2.3
N#Cc1ccc(-c2nc3ccc(Cl)cn3c2Cc2ccccc2C(F)(F)F)cc1	0.0
CCOCCCNC(=O)c1ccc(CN2CCc3ccccc3C2)cc1	-0.8
CN1NC(c2ccccc2)NN(C)C1=O	-0.5
Cc1ccc(Cc2c(-c3cccc(Cl)c3)nc3c4ccccc4ccn23)cc1	4.0
CC(=O)N1Cc2cc(C(=O)NCc3cccc(F)c3)nc(-c3cccc(C4=CCCC4)c3)c2[C@H]1CCO	-0.6
COC(=O)[C@@]1(Cc2ccc(OC)cc2)[C@H]2c3cc(C(=O)N4CCCC4)n(Cc4ccc(Cl)c(C(F)(F)F)c4)c3C[C@H]2CN1C(=O)c1ccccc1	-3.0
N#CC(=C1C=CC(=NO)C(Cl)=C1)c1ccccc1	2.5
COC1=CC(C)C2CC3OC(O)CC4C(C)=C(OC)C(=O)C(C2(C)C1=O)C34C (stereo unspecified)	-1.7
CCc1nc2c(OCC=C(C)C)cccn2c1N(C)C(=O)c1ccc(OC)cc1	-0.2
C[C@H]1CN([C@@H](C)CO)S(=O)(=O)c2ccc(-c3cncnc3)cc2O[C@H]1CN(C)C(=O)NC1CCCC1	-0.1
COC(=O)[C@]12CCCCC=C1N(CCc1ccc(OC)c(OC)c1)C(=O)[C@H](CC(=O)NCCCN1CCCC1=O)C2	1.1
CC1(C(=O)NCc2ccccc2Br)CCN1Cc1ccc2ccccc2c1 (stereo unspecified)	0.9
NC(=O)c1cccc(-c2ccnc3c2CC(C(=O)Nc2ccccc2)O3)c1 (stereo unspecified)	-0.7
c1ccc(Cn2c(Cn3c(-c4cnccn4)nc4ccccc43)nc3ccccc32)cc1	-1.9
CCCS(=O)(=O)NC(=O)C1(C)CCN(C(=O)c2cc(C)n(C(C)(C)C)n2)C1 (stereo unspecified)	0.5
COc1cccc(S(=O)(=O)Nc2ccc3c(c2)C(=O)N(C)C[C@H](OC)[C@H](C)CN[C@@H](C)CO3)c1	-1.3
CCCCC[C@@H]1CCCCC[C@H](O)C[C@H](O)[C@@H](O)/C=C/C(=O)O1	1.6
COC(=O)C(C(=O)OC)c1ncccc1NS(=O)(=O)c1ccc(C)cc1	1.8
Cc1cccc(NC(=O)c2cc(S(=O)(=O)N3CCCCC3)c[nH]2)c1	-0.1
Cc1ccc(C(=O)C=Cc2ccc3c(c2)OCO3)c(C)c1	1.1
CCOC(=O)C1(C)CCCN(C(=O)c2cccc(C#N)c2)C1 (stereo unspecified)	1.5
CC(C)C[C@H]1CN(CCCC[C@@H]2CNC(=O)C(=O)N2Cc2ccccc2)C(=O)C(=O)N1CC1CCCCC1	0.0
CCCNC(=O)c1cc(C2CCCCN2S(=O)(=O)c2ccc(F)cc2F)on1 (stereo unspecified)	0.5
CC(C)COC(=O)N(C)C[C@@H]1OCc2cn(nn2)CCCC(=O)N([C@@H](C)CO)C[C@H]1C	-0.8
Cn1c(Nc2ccc(F)cc2)nc2cc(-c3ccsc3)sc2c1=O	1.0
CCNC(=O)C1(C)CCCN(C(=O)c2cccc(C)c2C)C1 (stereo unspecified)	-2.5

Arranged by value in MPTP block (falling): some entries from above
molecule,MPTP block
Cc1cccc(NC(=O)c2cc(S(=O)(=O)N3CCCCC3)c[nH]2)c1,-0.1
NC(=O)c1cccc(-c2ccnc3c2CC(C(=O)Nc2ccccc2)O3)c1 (stereo unspecified),-0.7
CCNC(=O)C1(C)CCCN(C(=O)c2cccc(C)c2C)C1 (stereo unspecified),-2.5

Next section:
SMILES	MPTP block
N#CC1=C(Nc2ccccc2Cl)SC(c2ccncc2)NC1=O (stereo unspecified)	-0.6
CCc1nc2c(OCCOc3ccccc3)cccn2c1N(C)C(=O)c1cccs1	-0.1
COC(=O)C(Sc1ccc(Cl)cc1)C1SC(=S)N(Cc2ccccc2)C1=O (stereo unspecified)	-3.6
CCC(C)C(CO)NC(=O)/C=C/[C@H]1O[C@@H](n2cnc3c(NC(=O)c4ccccc4)ncnc32)[C@H](O)[C@@H]1O (stereo partly specified)	-0.1
COc1ccc(F)cc1-c1cc(C(=O)NCc2cccc(Cl)c2)[nH]n1	0.0
CC1(C(=O)NS(=O)(=O)C2CC2)CCCN(C(=O)c2ccccc2C(F)(F)F)C1 (stereo unspecified)	-0.6
COc1ccc(-c2csc(C(C)(O)c3cccc(F)c3)n2)cn1 (stereo unspecified)	-0.3
CCOC(=O)[C@]12CCC=C1N(Cc1ccccc1)C(=O)[C@H](CC(=O)NCC1CCCCC1)C2	-0.5
C[C@@H]1CCCCO[C@H](CN(C)C(=O)Nc2cccc3ccccc23)[C@@H](C)CN([C@H](C)CO)C(=O)c2cc(N(C)C)ccc2O1	-0.7
CCc1nc2ccc(C(=O)N(C)CCCN(C)C)cn2c1N(CC)CCOC	0.2
Cc1ccc(S(=O)(=O)NC(=O)C2(C)CCN2C(=O)c2cccc(F)c2)cc1 (stereo unspecified)	0.4
Nc1ccc(Nc2ccncc2)cc1	-0.3
Cc1cccc(NC(=O)COc2cccc3c2CCNC3=O)c1	-0.1
O=C(Nc1c(-c2ccccc2)[nH][nH]c1=O)c1cccs1	1.3
CN1OC[C@@H]2CN[C@H](c3cccc(Oc4ccccc4)c3)C[C@@H]21	-2.6
CNC[C@@H]1OCc2ccccc2-c2c(n(C)c3ccccc23)C(=O)N([C@H](C)CO)C[C@H]1C	-0.2
CC(C)NC(=O)N1Cc2cc(C(=O)NC3CCCC3)nc(-c3cccc(-c4cccnc4)c3)c2[C@H]1CCO	-1.7
CCc1nc2cc(NC(=O)C3(C)CCCN(C(C)C)C3)ccc2o1 (stereo unspecified)	0.5
Cc1ccc(Nc2n[nH]c(=S)s2)c(C)c1	-2.2
CC(NC(=O)c1cc(COc2ccc(-n3cncn3)cc2)on1)c1ccc(F)cc1 (stereo unspecified)	0.4
COc1cc(CC(=O)N2CCN(S(=O)(=O)c3ccc(C(C)C)cc3)CC2)cc(OC)c1OC	0.4
C[C@@H]1CN([C@@H](C)CO)C(=O)CCCn2nncc2CO[C@@H]1CN(C)C(=O)c1cc(-c2ccccc2)on1	-0.2
CCN(CC)C(=O)C1=C(C)N(CCCN2CCCC2=O)C(=O)C(CC(=O)NCCCCc2ccccc2)C1 (stereo unspecified)	0.7
c1cc(-c2ccoc2)n2ccnc2c1	0.4
COc1ccc(C(O)c2nc(-c3ccc(F)c(Cl)c3)cs2)cc1 (stereo unspecified)	1.7
CCc1nc2ccc(C(=O)Nc3cccc(OC)c3)cn2c1N(C)CCCc1ccccc1	1.1
O=C1Nc2ccccc2-n2nnnc2C1N1CCN(c2ccc(F)cc2)CC1 (stereo unspecified)	1.7
Cc1ccc(-c2cnc(C(O)c3cc(F)cc(Cl)c3)[nH]2)cc1 (stereo unspecified)	5.8
COC(=O)c1ccc2nc(-c3cccc(Br)c3)c(Cc3ccccc3)n2c1	-0.4
CC1(C)CC(=O)C2=C(C1)NC(=O)CC2	-0.8
O=CNc1cc(-c2cccc(F)c2)cn2c(-c3ccc(F)cc3)cnc12	4.4
Cc1n[nH]c(=O)n(N=Cc2cccs2)c1=O	-0.9
COc1ccc(NC(=O)C2(C)CCN2CCOc2ccc(C)cc2)cc1OC (stereo unspecified)	0.6
CCC(=O)N1CCCC(C(=O)Nc2ccc3cn[nH]c3c2)CC1 (stereo unspecified)	0.2
COC(=O)C[C@H]1C[C@H]2c3cc(NC(=O)C4CCOCC4)ccc3O[C@H]2[C@@H](CO)O1	0.5
CCOC1=C2[C@H](c3ccc(C)cc3)N(S(=O)(=O)c3ccc(C)cc3)C[C@H]2n2c(=O)n(-c3ccccc3)c(=O)n2C1	1.2
Cn1cc(CN2CCC(C(=O)NC(c3ccc(-c4ccccc4)cc3)c3cnccn3)CC2)c2ccccc21 (stereo unspecified)	0.9
OCc1ccccc1-c1cnc2sc(NCc3ccc(F)cc3)nn12	-1.2
COCCNC(=O)C1(C)CCCN(C(=O)c2ccc3ccccc3c2)C1 (stereo unspecified)	-0.3
C[C@H](NC(=O)c1ncn2c1C(=O)NC[C@H]2C)C(=O)OC(C)(C)C	0.1
CC1(C)N=C(N)NC(=NCCCOc2ccc([N+](=O)[O-])cc2)N1	-0.3
CCc1nc2c(OCC(=O)N(C)C)cccn2c1N(C=O)Cc1ccc(OC)cc1	0.2
O=C(Nc1c2c(nn1-c1ccccc1)CS(=O)(=O)C2)c1ccc(Br)o1	1.1
Cc1ccc(N2CC(C(=O)NC3CCCCCC3)CC2=O)cc1 (stereo unspecified)	-0.8
O=C(NCCc1ccccc1)C1C(=O)Nc2ccccc2C(=O)N1C1CCCCC1 (stereo unspecified)	1.1
O=Nc1c(-c2ccccc2)n(O)[n+]([O-])c1-c1ccccc1	4.1
O=C1NC[C@@H](CCCCN2C[C@H](Cc3ccc(O)cc3)N(CCc3ccccc3)C(=O)C2=O)N(Cc2ccccc2)C1=O	-0.1
CC1=C(C(=O)N2CCCCCC2)CC(CC(=O)NC(c2ccccc2)c2ccccc2)C(=O)N1Cc1ccccc1 (stereo unspecified)	0.3
CN(C)c1ccc(-c2ccnc3c2CC(C)(C(=O)NCc2ccc(F)c(F)c2)O3)cc1 (stereo unspecified)	1.2
CC1=C(C(=O)N2CCOCC2)CC(CC(=O)NCCc2ccccn2)C(=O)N1Cc1ccccc1 (stereo unspecified)	-1.6
CC(C)(C)CNC(=O)C1(C)CCN1C(=O)Cc1ccc(-c2ccccc2)cc1 (stereo unspecified)	1.4
COC(=O)[C@]12CCCCC=C1N(Cc1ccc(Cl)cc1Cl)C(=O)[C@H](CC(=O)NCCc1ccccc1OC)C2	-0.8
Clc1ccc(-c2nc3ccc(Br)cn3c2Cc2ccccc2)cc1	-1.0
O=C1NC(Cc2ccc(O)cc2)c2nc3cc(F)c(F)cc3c(=O)n2-c2ncccc21 (stereo unspecified)	0.1
CN(C)c1ccc(CNc2nc3ccccc3n2C)cc1	0.7
CCc1nc2c(OCc3ccc(Cl)cc3)cccn2c1N(C)C(=O)c1cccs1	1.3
O=C(c1[nH]c(C(F)(F)F)nc1-c1ccccc1)N1CCN(c2ccccc2)CC1	-0.9
OC(c1ccc(F)c(F)c1)c1nc(-c2ccoc2)cs1 (stereo unspecified)	0.5
COc1ccc(C(C)(NC(C)=O)c2nc(-c3cncnc3)cs2)cc1 (stereo unspecified)	-0.3
CN1C(=O)[C@H]2[C@@H](c3ccc(C(F)(F)F)cc3)N[C@]3(CCCN(Cc4ccc(C(F)(F)F)cc4)C3=O)[C@H]2C1=O	-2.0

(list continues)
SMILES	MPTP block
CCOC(=O)c1cc2cc(OC)ccc2n1C1CCN(CCc2ccccc2)CC1	4.1
O=C1NC[C@H](CCCCN2C[C@H](Cc3ccccc3)N(CC3CCCCC3)C(=O)C2=O)N(CCc2ccccc2)C1=O	0.2
CCC(C)CNC(=O)c1[nH]c(C(F)(F)F)nc1-c1ccccc1 (stereo unspecified)	-0.3
CC1(Oc2ccc(CC#N)cc2)CCN(Cc2ccc(-n3ccnc3)cc2)C1 (stereo unspecified)	-0.3
CCOC(=O)[C@]12CCC=C1N(CCC1=CCCCC1)C(=O)[C@H](CC(=O)NCc1ccccc1)C2	0.5
Cc1ccsc1C(=O)OCC(=O)Nc1cccc(S(=O)(=O)N2CCCCC2)c1	-0.9
O=C1N2CCCCC1(c1ccccc1)CCCC2	-0.7
CCc1nc2ccc(C(=O)NCCCn3ccnc3)cn2c1N(C)Cc1ccc(Cl)cc1	-0.2
CNc1cncc(-c2ccccc2CO)n1	-1.1
CCOC(=O)[C@]12CCC=C1N(Cc1ccco1)C(=O)[C@H](CC(=O)N1CCCCC1)C2	0.7
COc1cc(C=C2Cc3ccccc3C2=O)cc(OC)c1OC	-1.9
COc1ccc(CNC(=O)CCCn2c(=O)c3cccn3c3cccnc32)cc1	-0.1
CC(C)(C)c1ccc(C(=O)OCC(=O)Nc2cccc(S(=O)(=O)NC3=NCCC3)c2)cc1	0.3
COc1ccc(OCCNC(=O)c2ccc3nc(C)c(N(C)Cc4ccc(NC(C)=O)cc4)n3c2)cc1	0.0

Among those listed so far, these have a furan ring, fused or not.
SMILES	MPTP block
Cc1cc(Cl)c2oc(C(=O)N3CCOCC3)c(C)c2c1	1.3
Cc1ccc(S(=O)(=O)N2C[C@H]3N(C(=O)OC(C)C)N(C(=O)OC(C)C)C[C@H](OC(=O)NCc4ccco4)[C@@]3(O)C2)cc1	-0.2
CCOC(=O)[C@]12CCCC=C1N(Cc1ccco1)C(=O)[C@H](CC(=O)NCc1ccc(OC)c(OC)c1)C2	-0.6
c1cc(-c2ccoc2)n2ccnc2c1	0.4
O=C(Nc1c2c(nn1-c1ccccc1)CS(=O)(=O)C2)c1ccc(Br)o1	1.1
OC(c1ccc(F)c(F)c1)c1nc(-c2ccoc2)cs1 (stereo unspecified)	0.5
CCOC(=O)[C@]12CCC=C1N(Cc1ccco1)C(=O)[C@H](CC(=O)N1CCCCC1)C2	0.7
